Screening data as filed in PubChem.
STK33 inh = inhibitors of human STK33 kinase; purified STK33, MBP phosphorylation, ADP-Glo luminescence; 0.073% of 320,000 active; AID 2661; inhibition, % at 10 µM; Q9BYT3;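 active = inhibition at or above 25%, using the most active replicate where run in duplicate; inactive = inhibition below 25%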
KCNQ2 block = KCNQ2 channel blockers in CHO-K1 cells – cell-based, FluxOR thallium flux, B-score, primary screen (AID 2156) | O88943 | 20 min; active compounds read low | B-score at 10 µM | 1.1% of 310,000 active;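 active = fluorescence ratio B-score at most minus 3 library SDs, with starting brightness B-score within 2 library SDs, cut at about -5.5 in these data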
Target sequence (O88943 whole entry, looked up): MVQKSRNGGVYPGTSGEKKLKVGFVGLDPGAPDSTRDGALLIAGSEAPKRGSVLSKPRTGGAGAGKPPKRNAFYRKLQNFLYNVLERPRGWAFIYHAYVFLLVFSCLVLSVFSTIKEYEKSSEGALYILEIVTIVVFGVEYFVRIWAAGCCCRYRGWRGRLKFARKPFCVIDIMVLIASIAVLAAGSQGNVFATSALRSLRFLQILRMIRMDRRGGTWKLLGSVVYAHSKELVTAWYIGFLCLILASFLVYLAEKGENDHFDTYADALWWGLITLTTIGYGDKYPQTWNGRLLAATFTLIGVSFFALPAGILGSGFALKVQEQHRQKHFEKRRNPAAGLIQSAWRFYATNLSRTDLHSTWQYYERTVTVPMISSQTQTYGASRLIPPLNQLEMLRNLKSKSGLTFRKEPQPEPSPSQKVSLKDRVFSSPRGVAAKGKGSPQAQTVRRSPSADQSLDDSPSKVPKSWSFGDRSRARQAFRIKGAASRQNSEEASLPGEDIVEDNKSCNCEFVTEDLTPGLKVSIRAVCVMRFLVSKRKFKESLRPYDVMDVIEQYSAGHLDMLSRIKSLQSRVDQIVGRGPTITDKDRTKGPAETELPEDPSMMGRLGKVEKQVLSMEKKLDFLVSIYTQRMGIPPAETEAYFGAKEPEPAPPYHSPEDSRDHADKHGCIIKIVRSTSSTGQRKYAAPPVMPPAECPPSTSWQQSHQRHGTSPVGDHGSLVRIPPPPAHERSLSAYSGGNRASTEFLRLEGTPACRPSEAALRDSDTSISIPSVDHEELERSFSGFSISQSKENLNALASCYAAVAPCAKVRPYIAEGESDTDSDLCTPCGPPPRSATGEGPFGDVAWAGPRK
OX1R FRET antag = blocks the human orexin 1 receptor | O43613 | OX1R-expressing cells, FRET antagonist read-out | inhibition, % at 6.6 µM | 1.8% of 330,000 active; in the data active = inhibition mostly above about 38%, no sharp cut-off; inactive = mostly below about 40%;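 note: 0% = agonist challenge alone and 100% = reference antagonist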
Active calls of the source: *; i = inactive; . = not tested or not shown.

SMILES	STK33 inh	KCNQ2 block	OX1R FRET antag
Cc1cc(Cc2cc(C)c(N)cc2C)c(C)cc1N	-0.8	i	28
CC1CCC/C(=C\c2ccc(O)cc2)C1=O (stereo not given)	-9.8	i	0
CC(=O)OCC1OC(n2ccc3ccccc32)C(OC(C)=O)C(OC(C)=O)C1OC(C)=O (stereo not given)	-1.7	i	30
c1ccc(Nc2ccc3c4c(cccc24)CC3)cc1	-0.4	i	11
CC(=O)c1ccc(OC(C)c2nc3ccccc3s2)cc1 (stereo not given)	2.9	i	29
Cc1cc(C)n(C(=O)CCC2COc3ccccc3O2)n1 (stereo not given)	-1.9	i	13
CCOCCn1c(C(C)O)nc2ccccc21 (stereo not given)	0.1	i	15
O=C(Nc1ccc(N2CCCC2)cc1)c1cc(Cl)ccc1Cl	-0.9	i	-3
CCCOc1ccc(Cc2c(Cl)nc(SC)nc2NC)cc1	-1.5	i	48*
Cc1nc(-c2cccc(S(=O)(=O)N3CCCCCC3)c2)cs1	-4.8	i	23
Cn1ncc(Br)c1NC(=O)c1ccco1	-1.2	i	-2
CSc1ccccc1OCc1cc(C(=O)N2C[C@H]3CC[C@H]2C3)no1	-0.4	i	38

Structures above containing an aryl thioether with sulfur outside any ring:
SMILES	STK33 inh	KCNQ2 block	OX1R FRET antag
CCCOc1ccc(Cc2c(Cl)nc(SC)nc2NC)cc1	-1.5	i	48*
CSc1ccccc1OCc1cc(C(=O)N2C[C@H]3CC[C@H]2C3)no1	-0.4	i	38

Continuation:
SMILES	STK33 inh	KCNQ2 block	OX1R FRET antag
CSc1nc2ccc(NC(=O)c3cccs3)cc2s1	-0.7	.	37*
O=C(c1ccc(Cl)cc1)C1CCCN(C(=O)/C=C/c2ccccn2)C1 (stereo not given)	-1.2	i	15
Cc1ccc(NS(=O)(=O)c2ccc(NC(=O)C(C)Sc3ccc(Cl)cc3)cc2)c(C)c1 (stereo not given)	-2.2	i	10
CCS(=O)(=O)c1nc(S(=O)(=O)c2ccc(C)cc2)c(N2CC(C)OC(C)C2)s1 (stereo not given)	-1.3	i	-3
O=C(NC1CCCCC1)C(=O)c1c(-c2ccccc2)[nH]c2ccccc12	-0.5	i	2
CC(C)C(NC(=O)c1ccccc1NC(=O)c1ccco1)C(=O)O (stereo not given)	-1.9	i	12
CCN(CC)CCCNC(=O)c1cn(CC)c2ccc(S(=O)(=O)N(C)C3CCCCC3)cc2c1=O	0.2	i	4
CC(=O)NCCc1nc2ccccc2n1CCOc1cccc(C)c1	-0.1	i	3
CN1C(=O)C(=O)N(CC(=O)Nc2ccccc2OC(F)F)C1=O	-1.2	.	-1
O=C1C2CC=CCC2C(=O)N1c1n[nH]c(CCc2ccccc2)n1 (stereo not given)	-0.7	i	14
O=S(=O)(c1ccccc1)n1ccc(-c2cnc(-c3ccccc3)s2)n1	-0.2	i	20
COc1cccc(NC(=O)CCP(C)(=O)O)c1	-0.8	i	25
Cc1cc(C(=O)Nc2cnn(Cc3ccc(Cl)cc3Cl)c2)no1	-1.5	i	17
COc1ccc(C2CC(c3ccccc3)=NN2C(=O)COC(=O)c2cccc(S(=O)(=O)N(C)C)c2)cc1 (stereo not given)	-0.1	i	26
CCOc1cc(N2CCOCC2)c(OCC)cc1NC(=O)c1ccc(OC)cc1	0.2	i	27
O=C(CC1S/C(=N/N=C/c2cccnc2)NC1=O)Nc1ccccc1 (stereo not given)	-1.8	i	8
CC(=O)N[C@@H](Cc1c[nH]c2ccccc12)C(=O)OCC(=O)Nc1ccc(S(=O)(=O)N(C)C)cc1	-0.3	i	2
COc1cc(/C=N/NC(=O)C2COc3ccccc3O2)ccc1O (stereo not given)	4.9	i	15
O=C(CSc1ccc(-c2ccc(F)cc2)nn1)N1CCN(c2ccccc2)CC1	-1.0	i	31
Cc1ccc(S(=O)(=O)N2CCCC2C(=O)Nc2nc3ccccc3s2)cc1 (stereo not given)	.	i	74*
CCN(CC)C(=O)c1sc(NC(=O)c2ccncc2)c(C(=O)OC)c1C	0.7	i	8
COC(=O)c1ccc(OCC(=O)c2ccc(O)cc2O)cc1	-0.8	i	12
C[C@H](NC(=O)[C@@H]1Cc2ccccc2CN1C(=O)OC(C)(C)C)C(=O)NC1CCCCC1	-0.8	i	20
COc1cccc(C(c2nnnn2CS(=O)(=O)c2ccc(C)cc2)N2CCN(C)CC2)c1OC (stereo not given)	-2.7	i	9

Six entries out of the list above, ordered by the value under OX1R FRET antag, falling.
SMILES	STK33 inh	KCNQ2 block	OX1R FRET antag
CCOc1cc(N2CCOCC2)c(OCC)cc1NC(=O)c1ccc(OC)cc1	0.2	i	27
COc1ccc(C2CC(c3ccccc3)=NN2C(=O)COC(=O)c2cccc(S(=O)(=O)N(C)C)c2)cc1 (stereo not given)	-0.1	i	26
C[C@H](NC(=O)[C@@H]1Cc2ccccc2CN1C(=O)OC(C)(C)C)C(=O)NC1CCCCC1	-0.8	i	20
COC(=O)c1ccc(OCC(=O)c2ccc(O)cc2O)cc1	-0.8	i	12
COc1cccc(C(c2nnnn2CS(=O)(=O)c2ccc(C)cc2)N2CCN(C)CC2)c1OC (stereo not given)	-2.7	i	9
CCN(CC)C(=O)c1sc(NC(=O)c2ccncc2)c(C(=O)OC)c1C	0.7	i	8

The list continues.
SMILES	STK33 inh	KCNQ2 block	OX1R FRET antag
Clc1cccc(-c2nnc(-c3ccccc3)o2)c1	0.6	i	34
CC(C)c1ccc(NC(=O)CSc2nnc(CN3CCOCC3)n2C)cc1	1.6	i	8
Cc1nc2c(=O)[nH]c(=S)n(C)c2nc1C	0.0	i	19
Cn1c(NCCN2CCOCC2)nc2c1c(=O)n(Cc1cccc(Cl)c1)c(=O)n2C	0.1	i	25
COc1ccc(Cc2nnc3sc(SCC(=O)Nc4ccccc4)nn3c2=O)cc1OC	-1.6	i	8
O=C(Nc1cccc(Br)c1)c1ccn[nH]1	0.6	i	7
CCOC(=O)[C@H]1[C@H]2COc3ccc(OC)cc3[C@@H]2N2C(=O)c3cc(C)ccc3NC(=O)[C@@]12C	0.8	.	16
COc1ccc2c(COC(=O)CNS(=O)(=O)c3ccccc3)cc(=O)oc2c1	-0.7	.	8
CC(=O)Nc1ccc(S(=O)(=O)Nc2cccc3[nH]ncc23)cc1	1.6	i	10
CC1(C)CC(=O)C(C2NCCc3ccccc32)=C(O)C1 (stereo not given)	-2.2	i	16
CCOC(=O)C1(Cc2cccc(Cl)c2)CCCN(C2CCN(C(C)=O)CC2)C1 (stereo not given)	-2.2	i	13
C/C(=N\Nc1cc(C)nc(NCc2ccccc2)n1)c1ccc([N+](=O)[O-])cc1	2.5	i	5
O=C(NC1CCCCCCC1)c1cccnc1	0.7	i	16
COc1ccc(C(=O)NCc2nnc(SCC(=O)N3CCCC3)o2)cc1	-0.1	i	5
Cc1cc(=O)n2nc(N3CCC(C(=O)NCCc4ccccc4)CC3)sc2n1	1.6	i	9
CCN(Cc1ccccc1)C(=O)Cn1cnc2c1c(=O)n(C)c(=O)n2C	-2.4	i	4
O=C(/C=C/c1ccc(S(=O)(=O)N2CCOCC2)cc1)NCCc1ccc(C(F)(F)F)cc1	0.3	.	11
O=C(O)c1nc2ccccc2nc1C(=O)O	-1.5	i	2
Cc1nc2ccc(NS(=O)(=O)c3ccccc3Cl)cc2s1	-0.3	.	14
CCOC(=O)C1=CC[C@]2(C)c3c(c4ccccc4n3C)C(=O)C1N2C	0.7	.	5
Cc1ccc(/C=C2\SC(=S)N(CCC(=O)NNC(=O)c3ccncc3)C2=O)cc1	-1.9	i	6
CC1(C)C(c2ccccc2)=NC(c2ccc(F)cc2)N1O (stereo not given)	-0.7	i	10
COc1cc(Nc2nnc(C)s2)c(Cl)cc1Cl	-0.4	i	26
CSc1ncccc1C(=O)OCc1ccc([N+](=O)[O-])cc1	-0.2	i	16
CCOc1ccc(C(C)NC(=O)c2ccccc2OCc2c(C)noc2C)cc1OCC (stereo not given)	0.2	i	27
CCCCOc1cccc(C(=O)NC(=S)Nc2cccnc2)c1	-1.5	i	1
COc1cc2c(cc1OC)CN(C(=O)c1ccccc1C(=O)O)CC2	-0.1	i	23
OC(CN1C2=NCCCN2c2ccccc21)c1ccc(Br)cc1 (stereo not given)	-3.3	i	14
CCOC(=O)c1sc(=NC(=O)CCS(=O)(=O)c2ccccc2)n(C)c1C	-2.3	i	7
CC(C)c1nc2ccccc2n1CCC(=O)O	0.1	i	1
CN(C)c1ccc(/C=N/N(CCO)C2=NS(=O)(=O)c3ccccc32)cc1	-5.8	i	14
CN(CC(=O)Nc1ccc(Cl)c(C(F)(F)F)c1)C(=O)c1cccs1	-1.1	i	20
Cc1ccc(NC(=O)C2CCN(S(=O)(=O)c3cnc[nH]3)CC2)nc1	0.6	i	14
CCC(Cc1ccccc1)NCc1c(C(=O)O)c(C)n(Cc2ccccc2)c1C (stereo not given)	-0.7	i	13
COc1ccc(-n2nnc3c(=O)n(CC(=O)Nc4cc(C)on4)cnc32)cc1OC	0.1	i	11
COc1cc(OC)cc(C(=O)O/N=C(\N)c2cccc(C)c2)c1	2.7	i	0

Rewritten bar-delimited: three of the compounds above.
compound | STK33 inh | KCNQ2 block | OX1R FRET antag
CCOc1ccc(C(C)NC(=O)c2ccccc2OCc2c(C)noc2C)cc1OCC (stereo not given) | 0.2 | i | 27
CCCCOc1cccc(C(=O)NC(=S)Nc2cccnc2)c1 | -1.5 | i | 1
COc1cc2c(cc1OC)CN(C(=O)c1ccccc1C(=O)O)CC2 | -0.1 | i | 23

Next compounds:
SMILES	STK33 inh	KCNQ2 block	OX1R FRET antag
COc1ccc(/C=C/C(=O)NCCCNC(=O)/C=C/c2ccc(OC)c(OC)c2)cc1OC	-0.9	i	17
COc1ccc(/C=C/C(=O)OCC(=O)N2CC(=O)Nc3ccccc32)cc1S(=O)(=O)N1CCOCC1	3.8	i	20
Cc1cc(C(=O)C(=O)O)c(C)n1-c1ccc(Cl)cc1	-0.6	i	11
O=C(Nc1ccc(Oc2ccc(NC(=O)c3ccco3)c(NC(=O)c3ccco3)c2)cc1)c1ccco1	0.7	i	9
Cc1ccccc1C(=O)c1c[nH]c(C(=O)NCc2ccco2)c1	1.1	i	16
NS(=O)(=O)c1ccc(-c2cccc(/C=C3\SC(=O)NC3=O)c2)cc1	0.3	i	41
CC/C(=N/Nc1ccccc1)c1cnnc(SC)n1	-0.8	i	33
O=C(CCn1c(=O)[nH]c2ccccc2c1=O)NCCCN1CCN(c2cccc(Cl)c2)CC1	-0.6	i	18
Cc1oc2c(CN3CCC(C)CC3)c(O)ccc2c(=O)c1-c1ccccc1	0.4	i	1
FC(F)c1nc2ccccc2[nH]1	-0.3	i	8
Cn1c(=N)n(CC(=O)c2ccc(Cl)c(Cl)c2)c2ccccc21	2.6	i	29
COc1cc(OC)c(OC)cc1/C=C/C(=O)c1ccc(NS(=O)(=O)c2ccc(C)cc2)cc1	-0.4	i	33
CCN(C(=O)CSc1nc2cc(C(=O)O)ccc2c(=O)n1Cc1ccccc1)c1ccccc1	0.1	i	-4
CCOC(=O)c1c(CN2CCOCC2)n(-c2ccccc2)c2cc(Br)c(OC)cc12	-1.4	i	11
CCOC(=O)Cc1csc(NC(=O)CSc2nc(N)c3c(C)c(C)sc3n2)n1	-1.5	i	31
Cc1cc(C)cc(C(=O)OCC(=O)NC2CCCC2)c1	0.0	i	2
O=C(c1ccco1)N1CCN(C(=O)C2CC(=O)N(c3ccc(Cl)cc3)C2)CC1 (stereo not given)	0.0	i	46
O=C(/C=C/c1cccs1)NC(=S)Nc1ccc(S(=O)(=O)Nc2ccccc2C(F)(F)F)cc1	1.0	i	19
CC(NC(=O)c1ccc(Cn2cc([N+](=O)[O-])cn2)o1)c1ccccc1 (stereo not given)	-1.4	i	17
O=C(COc1ccc(F)cc1Br)NCC1(N2CCOCC2)CCCCC1	0.3	.	18
Cc1ccccc1OCC(=O)NC(=S)Nc1ccc(Br)c(C)n1	1.1	i	-5
CCSc1nnc(CNC(=O)C23CC4CC(CC(C4)C2)C3)n1Cc1ccccc1	-3.4	i	8
CCN1C(=O)C(Cc2nc3ccccc3c(=O)n2-c2ccccc2)c2ccccc21 (stereo not given)	1.9	i	15
C=CCn1c(=O)c2ccccc2n2c(SCC(=O)NCCc3ccccc3)nnc12	0.1	i	23
Cc1ccc(C(=O)NCCCCNC(=O)c2ccc(C)o2)o1	-1.7	i	12
Cc1cccc(N2CCN(C(=O)NC3CCCCC3)CC2)c1C	2.8	i	-1
CCc1ccc(/C=C(\C)C(=O)c2c(C)cc(C)[nH]c2=O)cc1	1.2	i	20
CC(Sc1nnnn1C1CC1)C(=O)N1c2ccccc2NC(=O)C1(C)C (stereo not given)	-0.1	.	8
CN1CCC(C(=O)N2CCCC(C(=O)c3ccc4c5c(cccc35)CC4)C2)CC1 (stereo not given)	0.7	i	7
CC1Cn2c(nnc2-c2ccc(F)cc2)S1 (stereo not given)	-0.1	i	-1
Cc1occc1-c1nnc(SCC(=O)N2CCN(c3ccccc3)CC2)n1C	-0.1	i	8
Cc1cccc(NC(=O)CN(C)S(=O)(=O)c2ccc(Br)cc2)n1	-1.5	i	5
COc1ccc(C(=O)CC(=O)C(=O)Nc2c(C)cccc2C)cc1	-0.5	i	4
Cc1cc(OCC(=O)NCCCN2CCOCC2)c2c(C)c(C)c(=O)oc2c1	-1.6	i	39
COc1ccc(OC)c(S(=O)(=O)Nc2cc3c4c(c2)CCN4C(=O)CC3)c1	-0.8	i	28
Cc1ccc(-n2c(-c3cn(C)nc3C)n[nH]c2=S)cc1	-0.5	i	4

Compounds were not picked by outcome; 2.7% or so of the library scored in one or more.
